RGS4 inhibitor: human RGS4 inhibition; Potency, µM (titrated, usually from 114 µM), without a hit: at the highest dose activity change, negative = inhibition, usual class: inhibitors; 390,000 compounds, 0.039% hits; Transcreener GDP fluorescence polarization, RGS4-accelerated GTP hydrolysis; AID 504845; also: potency is read from the fitted curve at half-maximal effect; % is scaled to controls: 0 for no effect and ±100 for the full control effect; nearly all actives have a fitted effect of over 75% in size; some results filed as inactive show a strong effect at the top dose
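MLSMR compounds (23 nl, pin-transferred) preincubated 10 min at room temperature with a 500nM (2x) first reagent, then RGS4 at 900nM (2x) plus Transcreener GDP mix added; fluorescence polarization (620/688 nm) read before and after 90 min at 30 °C.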
Vif-A3G inh: blocks the Vif interaction with human APOBEC3G; AID 602310; HeLa A3G-eYFP + Vif (tagged APOBEC3G with the HIV-1 protein that degrades it), YFP fluorescence, overnight; 410,000 compounds, 0.076% hits; Potency, µM (titrated, usually from 46.1 µM), without a hit: at the top dose activity, negative = active, actives largely listed as inhibitors; Q9HC16;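 also: potency is read from the fitted curve at half-maximal effect; % is scaled to controls: 0 for no effect and ±100 for the full control effect; nearly all actives have a fitted effect of over 60% in size; hits raise eYFP signal because A3G escapes Vif-driven loss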
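Read-out is eYFP fluorescence (Ex 488/Em 500-530) from Vif-expressing HeLa A3G-eYFP cells; more signal means A3G escaped Vif-mediated degradation. Cells plated overnight, compound pinned in, incubated overnight at 37 deg C.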
ERG Ets-DNA blk: blocks human ERG Ets domain binding to DNA | P11308 | fluorescence polarization, His-ERG Ets domain / labelled DNA | Potency, µM (doses to about 76.9 µM), for inactives: at the highest dose FP activity, negative = inhibition, most hits filed as inhibitors | 370,000 compounds, 0.028% hits | AID 624246; active = well fitted inhibition curve with a large enough effect in the polarisation, with a control signal flat; inconclusive = small, poorly fitted or top-dose-only effect, or effect the other way, or a change in a side signal; inactive = no such curve, though single readings can be large or run the other way; the % refers to the polarisation;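 also: polarization taken with two DNA probes labelled with fluorescein and Texas red; potency is read from the fitted curve at half-maximal effect; % of control where 0% means no effect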
Target sequence (P11308 whole entry, looked up, the tested form may be a part): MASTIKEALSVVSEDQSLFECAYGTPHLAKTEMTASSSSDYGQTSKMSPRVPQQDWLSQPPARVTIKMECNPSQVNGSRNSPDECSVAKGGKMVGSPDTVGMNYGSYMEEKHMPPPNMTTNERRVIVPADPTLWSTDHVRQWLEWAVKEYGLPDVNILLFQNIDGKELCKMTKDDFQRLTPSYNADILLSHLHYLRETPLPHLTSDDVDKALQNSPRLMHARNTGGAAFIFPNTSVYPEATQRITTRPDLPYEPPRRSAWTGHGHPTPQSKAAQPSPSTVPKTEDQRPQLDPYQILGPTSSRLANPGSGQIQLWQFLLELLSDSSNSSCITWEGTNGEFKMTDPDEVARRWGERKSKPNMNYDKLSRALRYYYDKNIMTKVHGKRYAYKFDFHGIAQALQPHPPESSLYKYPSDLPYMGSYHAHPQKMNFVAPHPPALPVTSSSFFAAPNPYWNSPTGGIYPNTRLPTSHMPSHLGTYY
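His-tagged ERG Ets domain (1 uM in the protein solution; 300mM KCl, 50mM Tris-HCl, 1mM EDTA, 1mM DTT, pH 7.5) received compound, then a probe mix of 5 nM fluorescein-DNA and 100nM Texas-615-DNA. Fluorescence polarization was read for both dyes.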
D2 ag: activates the human D2 dopamine receptor | P14416 | HEK293 T-REx D2 cells, calcium flux agonist mode | activation, % at 2 µM | 340,000 compounds, 0.53% hits | AID 485358;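 active = activation over 3 SD above normal in the single-dose calcium agonist read, cut at about 30% in these data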; also: 0% is about no effect
Target sequence (P14416 whole entry, looked up): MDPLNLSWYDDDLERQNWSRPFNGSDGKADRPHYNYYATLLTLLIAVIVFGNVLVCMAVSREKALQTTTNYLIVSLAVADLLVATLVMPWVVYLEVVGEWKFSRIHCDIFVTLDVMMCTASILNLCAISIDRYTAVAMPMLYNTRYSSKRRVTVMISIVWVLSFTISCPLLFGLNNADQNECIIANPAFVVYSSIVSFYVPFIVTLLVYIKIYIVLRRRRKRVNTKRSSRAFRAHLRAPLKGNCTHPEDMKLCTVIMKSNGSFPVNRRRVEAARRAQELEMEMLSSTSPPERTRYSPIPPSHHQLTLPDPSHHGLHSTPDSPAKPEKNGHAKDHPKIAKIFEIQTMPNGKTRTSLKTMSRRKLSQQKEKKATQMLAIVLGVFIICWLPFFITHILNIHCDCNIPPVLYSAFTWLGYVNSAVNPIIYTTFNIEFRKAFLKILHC
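HEK293 Trex D2 cells, tetracycline-induced, o/n 30 C 5% CO2; no-wash Ca dye, RT 30–90 min; 10-cycle baseline, 23 nl cpd added, kinetic Ca read 180 s; agonist hits = positive Ca response.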
Vif-A3F inh: inhibitors of Vif-A3F interaction | HeLa A3F-eYFP + Vif (tagged APOBEC3F with the HIV-1 protein that degrades it), YFP fluorescence increase | Potency, µM (highest dose often 46.1 µM), for inactives: at the top dose activity, negative = active | 390,000 compounds, 0.2% hits | AID 602313; also: potency is read from the fitted curve at half-maximal effect; % of control where 0% means no effect; nearly all actives have a fitted effect of over 65% in size
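HeLa cells stably expressing Vif plus C-terminally eYFP-tagged A3F were seeded, incubated overnight at 37 deg C, dosed with compound, incubated overnight again at 37 deg C. Yellow fluorescence (Ex 488/Em 500-530) reported blocked Vif-mediated A3F-eYFP degradation.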
ALOX12 inh: ALOX12 (human) lipoxygenase inhibition; Potency, µM (highest dose often 108 µM), inactives show at the highest dose activity change, negative = inhibition, hits mostly inhibitors; purified 12hLO, xylenol orange hydroperoxide absorbance; 580,000 compounds, 1.1% hits; P18054; also: potency is read from the fitted curve at half-maximal effect; % is scaled to controls: 0 for no effect and ±100 for the full control effect
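Purified human 12hLO (150 nM final) in 25 mM Hepes, 0.01% Triton X-100, pH 7.0 was preincubated 15 min at room temperature with compound. Then 40 uM arachidonic acid was added, 30 min. Hydroperoxide was read by Fe-XO absorbance ratio 573/405 nm.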
GRP78 ERSR act: induces the endoplasmic reticulum stress response in human glioma cells; AID 602332; 420,000 compounds, 0.02% hits; U87-MG GRP78 promoter luciferase reporter, 16 h; Potency, µM, without a hit: at the highest dose activation, usual class: activators; also: potency is read from the fitted curve at half-maximal effect; series mostly up to about 76 µM; % of control where 0% means no effect; nearly all actives have a fitted effect of over 35% in size
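Stably transfected U87-MG glioma cells carrying a GRP78-based luciferase sensor; 16 h compound incubation. Luminescence end-point read 10 min after Bright-Glo addition at room temperature.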
D2 antag: D2 dopamine receptor (human) antagonism. 340,000 compounds, 2% hits. P14416. HEK293 TREx D2 cells, calcium flux, dopamine EC80. inhibition, % at 10 µM; in the data active = inhibition above about 30%; also: 0% is about no effect
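Inhibition of EC80 dopamine-driven calcium flux, recorded kinetically, defines activity here; cells are a tetracycline-induced HEK293 T-REx line expressing force-coupled D2.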
LDHA block: LDHA (human) enzyme inhibition; purified LDHA, NADH/diaphorase-resazurin fluorescence; stronger effect = lower value; 480,000 compounds, 0.15% hits; AID 1347041; P00338; activity change, % (values are at about 110 or 230 µM); in the data active = activity change below about -30%; inconclusive = mostly about -25% to -30%;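 also: plate controls were DMSO wells for no effect and wells without enzyme for full effect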
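Human LDH5 at 2 nM final in Tris HCl pH 7.4 with 0.06 mM NADH and 0.2 mM pyruvate, reacted 5 minutes at room temperature. Remaining NADH coupled via diaphorase/resazurin; resorufin fluorescence read at 0 and 20 minutes, normalized to enzyme-free and DMSO wells.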
* hit, by the source's call; i = inactive; ? = inconclusive; / = no result given; & = joins results of further samples; [ ] = another dose, or the depositor's remark. Unless noted, calls follow the shape of the dose curve; as a rule, active = well fitted curve in the direction sought with a large enough effect; inconclusive = small, poorly fitted or top-dose-only effect, or another doubt; inactive = no such curve, though single readings can be large; an effect the other way counts as inactive or inconclusive.

A first look:
SMILES | RGS4 inhibitor | Vif-A3G inh | ERG Ets-DNA blk | D2 ag | Vif-A3F inh | ALOX12 inh | GRP78 ERSR act | D2 antag | LDHA block
O=S(=O)(CCc1nc2ccccc2[nH]1)c1ccc(Cl)cc1 | -23% | -10% | 4% | -1.1 | 0% | -7% | -4% | -15 | -2
CCc1cc(C(=O)N2CCN(C(=O)c3ccco3)CC2)sc1C | -23% | -2% | 7% | -0.5 | 7% | 13% | -1% | 10 | -2
Cc1ccc(/C=C2\C(=O)ON=C2c2ccccc2)o1 | -37% | 3% | 0% | 0.1 | 17% | ? | 1% | -11 | 0
CCn1cc(C(=O)N2CCN(c3ccc(C)cc3)C(C)C2)c(=O)c2cc(S(=O)(=O)N3CCCC3)ccc21 (stereo not drawn) | 3% | 2% | -5% | 0.1 | 0% | ? | -2% | / | -3
CCOc1cccc(C2C(C(=O)c3ccco3)=C(O)C(=O)N2Cc2ccncc2)c1 (stereo not drawn) | 6% | 2% | -4% | -0.2 | -6% | 0% | 4% | -1 | -1
CC1(C)CC(=O)C2=C(C1)N(c1cccnc1)C(N)=C(C#N)C2c1cccs1 (stereo not drawn) | -6% | -3% | -4% | 0.4 | 3% | -15% | -2% | 2 | 6
CCN(CCCc1ccccc1)CCCc1ccccc1 | 15% | -1% | 16% | 2.5 | -5% | ? | 1%&-5%&-4% | 83* | -6

Results, from the first entry:
SMILES | RGS4 inhibitor | Vif-A3G inh | ERG Ets-DNA blk | D2 ag | Vif-A3F inh | ALOX12 inh | GRP78 ERSR act | D2 antag | LDHA block
O=S(=O)(CCc1nc2ccccc2[nH]1)c1ccc(Cl)cc1 | -23% | -10% | 4% | -1.1 | 0% | -7% | -4% | -15 | -2
CCc1cc(C(=O)N2CCN(C(=O)c3ccco3)CC2)sc1C | -23% | -2% | 7% | -0.5 | 7% | 13% | -1% | 10 | -2
Cc1ccc(/C=C2\C(=O)ON=C2c2ccccc2)o1 | -37% | 3% | 0% | 0.1 | 17% | ? | 1% | -11 | 0
CCn1cc(C(=O)N2CCN(c3ccc(C)cc3)C(C)C2)c(=O)c2cc(S(=O)(=O)N3CCCC3)ccc21 (stereo not drawn) | 3% | 2% | -5% | 0.1 | 0% | ? | -2% | / | -3
CCOc1cccc(C2C(C(=O)c3ccco3)=C(O)C(=O)N2Cc2ccncc2)c1 (stereo not drawn) | 6% | 2% | -4% | -0.2 | -6% | 0% | 4% | -1 | -1
CC1(C)CC(=O)C2=C(C1)N(c1cccnc1)C(N)=C(C#N)C2c1cccs1 (stereo not drawn) | -6% | -3% | -4% | 0.4 | 3% | -15% | -2% | 2 | 6
CCN(CCCc1ccccc1)CCCc1ccccc1 | 15% | -1% | 16% | 2.5 | -5% | ? | 1%&-5%&-4% | 83* | -6
COC(=O)c1ccc(NC(=O)CN(C)S(=O)(=O)c2ccc(Br)s2)cc1 | 28% | 3% | 0% | / | -1% | ? | -1% | / | -14
C/C(=N\NC(=O)CCC(=O)N/N=C(\C)c1ccc(C)o1)c1ccc(C)o1 | -20% | -5% | -19% | / | 1% | i | 5% | / | 1
C=CCc1ccc(OC(=O)NC2CCCCC2)c(OC)c1 | 7% | 2% | -4% | -1.3 | 3% | ? | 1% | 5 | -4
Cc1cccc2c1Sc1ccc(Cl)cc1CC2N1CCNCC1 (stereo not drawn) | -14% | ? | 44%[activator] | / | 2% | / | -16% | / | 1
CCN(C(=O)c1cc2c(=O)[nH]c3ccc(C)cc3c2s1)c1ccccc1F | 15% | 0% | 0% | 0.4 | 6% | 0% | -5% | 6 | -1
Cc1ccc(OCCCCN2CCCCC2)c(Br)c1 | 13% | 1% | 5% | 0.5 | 0% | -26% | 2% | 74* | -21
CCOc1ccc(C(=O)NCC(=O)N2CCCC2)cc1 | 0% | 0% | 6% | -2.2 | -22% | -2% | 5% | -25 | -5
NS(=O)(=O)c1ccc(CCNC(=O)C2COc3ccccc3C2)cc1 (stereo not drawn) | -7% | -4% | 12% | 1.5 | 8% | -14% | 0% | / | -4
CC(=O)c1c(C)[nH]c(C(=O)COC(=O)CN2C(=O)C3CCCCC3C2=O)c1C (stereo not drawn) | 15% | 5% | -13% | / | 4% | -2% | -2% | / | -6
COc1ccc(CC(=O)NNc2ncnc3c2cnn3-c2ccc(C)cc2)cc1 | 3% | -6% | -4% | -0.6 | -3% | -1% | -1% | 10 | -7
O=C(Nc1ccc2c(c1)OCO2)c1csc([C@H]2C[C@H](O)[C@@H](CO)O2)n1 | / | 2% | / | / | / | -4% | -2% | / | 2
Cc1cc(=O)oc2cc(OCC(=O)Nc3nccs3)ccc12 | -9% | 6% | 1% | -0.5 | -1% | 4% | -5% | -3 | -3
CN1CC2(C(=O)c3ccccc3)CN(C)CC(C(=O)c3ccccc3)(C1)C2 | 1% | 0% | 0% | -1.2 | -10% | 16% | -2% | -2 | 1
CCn1cc(C(=O)O)c(=O)c2cnc(N3CCN(C(=S)Nc4ccccc4Cl)CC3)nc21 | -5% | 2% | 13% | -0.1 | ? | -25% | -1% | -5 | -2
COC(=O)C1=C[C@@H](C(=O)OC)[C@@H]2C3=C(C(=O)[C@@]2(C)NC(=O)c2ccccc2)[C@H](C)C(C(=O)OC)=C(C(=O)OC)[C@@H]3C1 | -4% | -2% | -3% | / | 5% | -2% | 2% | / | -5
O=C(COc1ccc2c(-c3ccccc3)cc(=O)oc2c1)NC1CCS(=O)(=O)C1 (stereo not drawn) | -4% | -1% | 5% | 0.6 | 3% | -8% | -2% | -21 | -14
CC1(Cc2ccccc2Cl)C(=O)Nc2ccc(OC(F)(F)F)cc21 (stereo not drawn) | / | -5% | / | / | / | ? | -10% | / | 7
COc1cc(/C=C/C(=O)OCC(=O)Nc2c(C)n(C)n(-c3ccccc3)c2=O)cc(OC)c1OC | -1% | -11% | -1% | -0.2 | -12% | 179%[activator] | -5% | 4 | 2
CCS(=O)(=O)N1N=C(c2cccs2)CC1c1cc2cc(C)ccc2nc1Cl (stereo not drawn) | -20% | -12% | -4% | 0.7 | ? | -15% | -1% | -2 | 1
COc1ccc2nc(NC(=O)CSc3nc(SC)ns3)sc2c1 | -6% | 2% | -7% | -1.0 | -1% | -27% | 5% | 14 | -8
O=C(O)C1Cc2ccccc2CN1C(=O)COc1ccc(Br)cc1 (stereo not drawn) | -15% | 0% | 2% | 0.5 | 7% | -10% | -2% | 5 | -4
Oc1ccc(C(=S)N2CCCCC2)cc1Cl | 16% | -3% | -7% | -0.2 | 12% | 0% | -2% | -6 | 7
COc1ccc(Br)cc1CN1C(=O)c2ccccc2C1C(=O)NC1CCCCCC1 (stereo not drawn) | 19% | -3% | 0% | -0.3 | -7% | ? | -4% | / | -9
CC1=CC(C)(C)NC(=S)N1CCO | -6% | 0% | -1% | / | -7% | -5% | -1% | / | -2
O=C(NCc1ccc2c(c1)OCO2)Nc1cccc2ccccc12 | 12% | 0% | 4% | -0.2 | 6% | 13% | -3% | -10 | -2
CCC(=O)N(CC(=O)Nc1sc(C)c(C)c1C(N)=O)C1CCCCC1 | 10% | -1% | / | -0.2 | -2% | 5%[57.4 µM] | -3% | 18 | -5
COc1ccc(OC)c(S(=O)(=O)CC(=O)c2cc3ccc(OC)cc3oc2=O)c1 | -13% | 0% | -1% | -0.7 | 12% | / | -5% | -4 | 2
COc1ccc(S(=O)(=O)N(CCCN2CCCC2=O)Cc2cc3cc(C)c(C)cc3[nH]c2=O)cc1 | -9%[11.4 µM] | 0% | 6% | -0.1 | -3% | -3% | -6% | 10 | -8
COc1ccccc1Cc1c(C2CCCCC2)nc2ccc(Br)cn12 | / | -19% | / | / | / | ? | 1% | / | -2
Cc1nc2ccc(NS(=O)(=O)c3ccc(F)cc3F)cc2s1 | 7% | 1% | -4% | 0.6 | 2% | 23% | 1% | 4 | 0
CCCC(=O)Nc1nnc(CCOC)s1 | 22% | 0% | 6% | 0.6 | 28% | -1% | 1% | -10 | -4
CCOC(=O)c1cnc2c(Cl)c(Cl)ccc2c1N1CCN(C)CC1 | -5% | 4% | -10% | / | -7% | ? | -10% | / | -7
CCN(CC)CCNC(=O)C1CCCCN1S(=O)(=O)c1cccc([N+](=O)[O-])c1 (stereo not drawn) | 2% | 1% | 4% | -0.2 | 1% | -6% | -5% | 14 | -3
COc1ccc(-n2c3c(c(=O)[nH]c2=O)C(NC(C)=O)(C(F)(F)F)C(=O)N3)cc1 (stereo not drawn) | 2%&-25% | -2%&1% | 0%&-2% | 1.3&1.1 | -17%&0% | -4%&-6% | 0%&-4% | 6 | -5&-13
CC(C)=C1C2CCC1C(C(=O)NCCc1ccccc1)C2C(=O)O (stereo not drawn) | 15% | -1% | 12% | 39* | 12% | -12% | -4% | -38 | -3
Cc1cc(-c2cc(-c3ccc(Cl)cc3)on2)nc(NC2CCCC2)n1 | 33% | 1% | 0% | -0.4 | 6% | -26% | -2% | 0 | -1

Some of the compounds tested; count on the stated rates, not on these rows.
